# Screens (PubChem)
# CCR6 antagonist = CCR6 (human) receptor antagonism | inhibition, % at 20 µM | actives 0.49% (n = 340,000) | P51684 | CHO-K1 CCR6 PathHunter beta-arrestin, luminescence, CCL20-stimulated;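 active = compounds whose inhibition of the agonist-driven luminescence signal at 20 µM reaches about 50%, limit read from the data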;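 note: cells stimulated with CCL20 at 14 nM final; plate controls were DMSO with CCL20 for no effect and DMSO without agonist for full effect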
# SENP8 block = SENP8 protease inhibition; Q96LD8; purified SENP8, Z-RLRGG-aminoluciferin cleavage, luminescence; inhibition, % at 10 µM; actives 1.2% (n = 330,000)
# EBI2 antag = antagonists of human EBI2 receptor | P32249 | EBI2 beta-arrestin recruitment, luminescence, 7a,25-OHC stimulated | inhibition, % at 5 µM | actives 0.81% (n = 360,000); in the data active = inhibition above about 38%;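 note: enzyme fragment complementation signal reports receptor beta-arrestin coupling in cells; 0% = agonist plus DMSO wells and 100% = wells without agonist; some results beyond the cut were filed as inactive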
# 697 NFkB inh = inhibitors of the PMA/ionomycin-induced NF-kB reporter in 697 B cells; AID 435022; actives 0.33% (n = 330,000); 697 B-cell NF-kB luciferase reporter, 16 h; inhibition, % at 4 µM; in the data active = inhibition above about 35%
# Gli-Sufu block = blocks Gli-Sufu signaling in a luciferase reporter. Sufu-KO-LIGHT fibroblasts, Gli luciferase reporter luminescence. inhibition, % at 5 µM. actives 0.74% (n = 340,000). AID 588413;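 active = inhibition above about 55%, limit read from the data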;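 note: 0% = DMSO-treated cells and 100% = wells with medium but no cells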
# UBC13 polyUb = blocks human UBC13 polyubiquitin chain formation; P61088; TR-FRET; inhibition, % at 20 µM; actives 0.47% (n = 330,000); in the data active = inhibition above about 45%, passing the limit was not always enough; inconclusive = no clear call, values can overlap the other calls
# Apaf-1 inh = blocks human Apaf-1 apoptosome activity; O14727; reconstituted apoptosome caspase-3 activity, DEVD-Rh110 fluorescence; inhibition, % at 20 µM; actives 0.71% (n = 330,000); active = inhibition of at least 40% at 20 µM;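 note: plate controls were DMSO wells for no effect and DEVD-CHO caspase inhibitor wells for full effect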
# Target sequence (O14727 whole entry, looked up): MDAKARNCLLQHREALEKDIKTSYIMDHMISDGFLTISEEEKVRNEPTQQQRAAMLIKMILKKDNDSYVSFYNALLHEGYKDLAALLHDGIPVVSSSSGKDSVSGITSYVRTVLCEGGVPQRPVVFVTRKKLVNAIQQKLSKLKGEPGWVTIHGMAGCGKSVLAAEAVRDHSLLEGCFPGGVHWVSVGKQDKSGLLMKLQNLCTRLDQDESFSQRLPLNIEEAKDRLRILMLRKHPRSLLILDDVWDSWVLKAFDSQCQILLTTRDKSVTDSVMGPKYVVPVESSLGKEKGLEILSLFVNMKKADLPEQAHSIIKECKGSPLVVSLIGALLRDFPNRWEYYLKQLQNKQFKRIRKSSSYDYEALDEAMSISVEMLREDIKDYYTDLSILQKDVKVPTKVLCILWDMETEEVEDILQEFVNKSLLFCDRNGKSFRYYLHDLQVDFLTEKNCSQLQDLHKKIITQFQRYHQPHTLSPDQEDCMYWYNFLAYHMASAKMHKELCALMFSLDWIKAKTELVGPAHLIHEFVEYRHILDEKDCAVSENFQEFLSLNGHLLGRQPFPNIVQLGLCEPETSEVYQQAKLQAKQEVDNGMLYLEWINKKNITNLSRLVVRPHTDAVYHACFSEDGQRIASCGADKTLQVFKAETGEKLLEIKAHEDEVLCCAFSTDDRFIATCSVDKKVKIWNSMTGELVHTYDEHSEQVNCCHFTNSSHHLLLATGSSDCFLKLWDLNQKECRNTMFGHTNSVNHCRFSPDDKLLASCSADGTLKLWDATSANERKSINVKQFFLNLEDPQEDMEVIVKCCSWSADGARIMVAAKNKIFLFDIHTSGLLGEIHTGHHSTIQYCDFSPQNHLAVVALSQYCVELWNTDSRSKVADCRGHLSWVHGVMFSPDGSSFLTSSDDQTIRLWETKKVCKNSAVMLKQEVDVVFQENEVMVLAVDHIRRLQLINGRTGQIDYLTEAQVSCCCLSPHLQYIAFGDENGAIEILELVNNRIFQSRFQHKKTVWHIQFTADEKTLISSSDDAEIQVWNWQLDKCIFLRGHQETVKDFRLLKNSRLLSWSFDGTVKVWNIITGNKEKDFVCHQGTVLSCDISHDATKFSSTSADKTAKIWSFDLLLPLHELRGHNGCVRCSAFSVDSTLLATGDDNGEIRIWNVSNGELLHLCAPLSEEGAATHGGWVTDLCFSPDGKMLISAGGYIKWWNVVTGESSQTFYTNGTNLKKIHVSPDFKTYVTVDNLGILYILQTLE
#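 System – cell-free apoptosome with Apaf-1, procaspase-3 and caspase-9 · Buffer or medium – pH 7.5 Hepes buffer with CHAPS, BSA, DTT · Also added – cytochrome c with DEVD-Rh110 · Times – 30 min compound preincubation, 50 min activation, room temperature · Technique – Rh110 fluorescence intensity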
# Jurkat NFkB inh = lowers PMA/ionomycin-induced NF-kB signal in Jurkat cells. PMA/ionomycin-induced NF-kB luciferase reporter, luminescence. inhibition, % at 4 µM. actives 0.53% (n = 330,000)
# Starred values were filed as active, the others as inactive; u = inconclusive. Cut-off read from the data, not from the text of the source, unless noted: active = inhibition above about 50%; inactive = the rest. Only part of the results is shown, so the mix of outcomes need not match the whole.
SMILES	Apaf-1 inh	Gli-Sufu block	697 NFkB inh	EBI2 antag	CCR6 antagonist	UBC13 polyUb	Jurkat NFkB inh	SENP8 block
O=C(N/N=C\c1ccco1)Nc1cccc(Cl)c1	-11	-38	-69	6	7	9	-77	3
CC(C)Cn1c(SC(C)C(=O)NC2CC2)nnc1-c1ccccc1F (stereo unspecified)	8	-9	-39	2	18	-9	-2	8
S=C(c1ccc(-c2cccc(Cl)c2)o1)N1CCCCC1	15	-113	-178	7	24	-16	-166	-11
CCn1cc(Cl)c(C(=O)Nc2cccc(C(F)(F)F)c2)n1	-12	-23	3	-12	6	14	-26	-2
O=C(NCc1ccc(F)cc1)c1cnn2ccccc12	-1	19	-86	6	-18	2	-72	-16
O=C(NCc1ccccc1Cl)c1ccc(CSc2nc3ccncc3[nH]2)cc1	-1	-3	-19	3	13	-4	9	-4
O=c1cc(CNc2ccc(Br)cc2)nc2sccn12	-5	-27	-10	-3	7	9	7	-13
COc1ccc(CCNC(=O)C23CN(Cc4ccccc4)CC2C(c2ccc([N+](=O)[O-])cc2)=NO3)cc1 (stereo unspecified)	8	0	0	61*	3	-3	2	-4
O=C(CN1CCN(S(=O)(=O)c2ccccc2)CC1)NC(=O)NCc1ccco1	-15	6	21	-13	-1	2	3	3
COc1ccc(C(=O)NC(=S)N2CCCc3ccccc32)cc1OC	-17	0	5	11	10	9	-3	8
O=c1c2c(nc3cc(-c4ccc(F)cc4)[nH]n13)CCCC2	1	-41	-207	-21	-14	-2	-97	38
COc1cccc(NC(=O)C/C(C)=N/NC(=O)c2ccccc2Cl)c1	4	-3	3	-16	1	2	-6	-1
CSc1cccc(NC(=O)CSc2ccc(C)cc2)c1	3	-7	18	-7	11	9	-29	-2
CCN1C(=O)C(=O)c2cc(C)ccc21	-7	41	19	-16	5	-16	-2	10
COc1ccc(-c2cc(C(=O)NN)[nH]n2)cc1OC	-11	-8	18	-5	-10	7	6	-6
CCN(CC)CCNC(=O)c1ccc(NC(=O)Cc2ccccc2F)cc1	-3	-23	15	10	2	15	-4	1
CCOC(=O)C1(CCc2ccccc2)CCN(Cc2cccc3nccnc23)CC1	-2	55	-20	10	24	10	17	4
CNCC(=O)Nc1c(C)n[nH]c1C	-8	6	-5	-8	14	4	9	3
COC(=O)C(=O)Nc1nnc(COc2ccccc2)s1	1	-9	11	5	2	-7	0	6
COC(=O)c1ccc(Cn2nc(C)cc2C)cc1	-5	-16	-31	1	5	-8	-18	-8

# A section from further up, for reference:
SMILES	Apaf-1 inh	Gli-Sufu block	697 NFkB inh	EBI2 antag	CCR6 antagonist	UBC13 polyUb	Jurkat NFkB inh	SENP8 block
O=c1c2c(nc3cc(-c4ccc(F)cc4)[nH]n13)CCCC2	1	-41	-207	-21	-14	-2	-97	38
COc1cccc(NC(=O)C/C(C)=N/NC(=O)c2ccccc2Cl)c1	4	-3	3	-16	1	2	-6	-1
CSc1cccc(NC(=O)CSc2ccc(C)cc2)c1	3	-7	18	-7	11	9	-29	-2
CCN1C(=O)C(=O)c2cc(C)ccc21	-7	41	19	-16	5	-16	-2	10
COc1ccc(-c2cc(C(=O)NN)[nH]n2)cc1OC	-11	-8	18	-5	-10	7	6	-6

# The results go on.
SMILES	Apaf-1 inh	Gli-Sufu block	697 NFkB inh	EBI2 antag	CCR6 antagonist	UBC13 polyUb	Jurkat NFkB inh	SENP8 block
COc1cc(OC)cc(C(=O)Nc2ccc(-c3nc4ccccc4o3)cc2)c1	18	12	-37	5	12	22	15	-5
O=C(Nc1ccccc1)Oc1ccccc1N1CCOCC1	-5	2	15	-2	9	-5	20	5
Cc1ccc(S(=O)(=O)N2CCC(C(=O)NCCCN3CCCC3=O)CC2)cc1C	4	-6	4	12	-7	4	-6	1
Fc1ccc(NC(=S)NC2CCCCC2)c(F)c1F	6	42	-39	-7	11	-6	22	1
Cc1oc2c(CN3CCCC(C)C3)c(O)ccc2c(=O)c1-c1ccccc1 (stereo unspecified)	-7	-1	6	-9	5	14	-8	14
CCN1CCN(c2ccc(N=Cc3ccc(O)cc3O)cc2)CC1	3	6	2	7	12	-6	-5	3
CCOC(=O)C1CCN(C(=O)CCc2nnc3ccc(N4CCC(C)CC4)nn23)CC1	-18	-8	-2	3	5	-9	5	5
COc1cc(CN2CCNC(=O)C2CC(=O)N(C)Cc2cccnc2)cc(OC)c1 (stereo unspecified)	-2	3	-13	1	3	-9	4	7
Cc1ccc(C)c(N(C(=O)c2csnn2)C(C(=O)NC2CCCC2)c2ccncc2)c1 (stereo unspecified)	3	-16	4	0	3	4	0	-2
Cc1cc(NC(=O)CSc2n[nH]c(N)n2)no1	-10	0	8	4	-4	0	9	1
CCCCc1nnc(NC(=O)c2ccc(-n3cncn3)c([N+](=O)[O-])c2)s1	6	-1	11	-4	12	1	12	4
O=C(CCNS(=O)(=O)c1ccc(Br)cc1)N1CCN(c2ccccc2O)CC1	11	5	5	-5	-5	5	-1	1
CCN(CC)CCNC(=O)C(C(=O)c1ccccc1)n1ccccc1=O (stereo unspecified)	-13	2	21	-3	9	-1	-1	6
O=C1CCCC/C1=C\Nc1ccc(Cl)cn1	-73	4	-33	-3	1	-12	-20	-15
c1ccc(CN2CCN(c3nc4ccccc4c4ccccc34)CC2)cc1	8	1	-1	25	-4	7	0	5
CC(C)(C)C(=O)Nc1ccc(S(=O)(=O)N2CCC(c3nc4ccccc4[nH]3)CC2)cc1	4	6	-7	-7	5	-10	-4	15
Cc1ccccc1OCc1nc2ccccc2c(=O)n1/N=C/c1ccco1	11	93*	-20	6	-2	-15	-26	-3
CCc1nnc(NC(=O)CCC(=O)N2CCCC(O)C2)s1 (stereo unspecified)	-2	-20	10	7	4	-2	19	-4
CC(=O)c1ccc(NC(=O)CSc2nnc(Cn3cnc4ccccc43)o2)cc1	-3	0	5	-6	4	8	2	0
CC(C)Cn1c(SCC(=O)NCc2ccc(Cl)cc2)nnc1-c1cccc(S(=O)(=O)N2CCOCC2)c1	-4	9	12	12	4	14	18	3
CC(=O)CSc1cc(-c2ccccc2)nc2ncnn12	-18	6	14	7	11	16	4	1
N#CCCN(C(=O)CN1CCN(S(=O)(=O)c2ccc3c(c2)OCCO3)CC1)c1ccc(F)cc1	13	-1	4	6	7	3	-21	-12
COc1cc(OC)cc(-c2c(-c3cccs3)c3cc(-c4cc(OC)c(OC)c(OC)c4)ccc3n2C)c1	8	13	0	12	16	u	-12	-3
O=C(CC1C(=O)N(c2ccccc2)C(=O)N1Cc1ccco1)Nc1ccccc1 (stereo unspecified)	5	-9	-14	-1	1	-2	-6	-9
Cc1ccc2nc(C3CCCN(C(=O)NCc4ccccc4)C3)[nH]c2c1 (stereo unspecified)	-19	18	22	-1	-9	-6	-9	-5
Cc1ccc(-c2cnc(NCc3cc4c(cc3[N+](=O)[O-])OCO4)n2C)cc1C	20	26	-9	0	-14	-2	-12	-11
CC/S(C)=N/S(=O)(=O)c1ccc(C)cc1 (stereo unspecified)	0	-2	3	-5	4	-12	8	-8
COc1ccc([N+](=O)[O-])cc1NC(=O)C(C)Sc1ccc(C)cc1 (stereo unspecified)	13	8	0	38	27	-7	-8	4
CCNC(=S)N1CCN(c2ncccn2)CC1	-3	4	-7	1	-11	5	12	-5
CSc1nc(C)cc(NC(N)=O)n1	-1	1	12	-7	-2	2	-10	2
Cc1ccccc1NC(=O)COc1cccc2c1CCNC2=O	0	-2	5	9	7	5	2	-2
CCC(C)Sc1nc(C)nc2c1c(=O)n(C)c(=O)n2C (stereo unspecified)	12	-6	-25	4	21	1	-14	2
CCOC(=O)c1c(CN(CC)CC)n(C)c2cc(Br)c(O)cc12	-2	13	10	-8	4	-4	4	-5
Cc1ccc(F)c([C@H]2[C@H]3C=CC[C@@H](C)[C@@H]3C(=O)N2Cc2ccccc2)c1	23	3	-7	7	18	8	-10	-4
NC(=O)C1CCN(C(=O)COc2ccc3c4c(c(=O)oc3c2)CCCC4)CC1	4	-3	26	-1	16	2	11	-4
COc1cc2[nH]c(=S)n(CCCN3CCOCC3)c(=O)c2cc1OC	-7	-10	20	0	17	7	11	-3
CN(C(=O)c1ccc(Cl)c(S(=O)(=O)N2CCOCC2)c1)c1ccccc1C(=O)O	-11	-2	21	-3	-8	1	-7	-7
C[C@H](CO)N1C[C@H](C)[C@@H](CN(C)S(C)(=O)=O)Oc2c(NC(=O)Cc3ccccc3)cccc2C1=O	1	-6	17	4	-6	11	-6	-4
O=C1Nc2ccc(F)cc2C12Nc1ccccc1-c1nnc(SCc3ccccc3)nc1O2 (stereo unspecified)	-7	-3	-36	19	30	-37	8	2
CC(C)(C)c1cc(Cl)c(O)c(NC(=S)NC(=O)c2cccnc2)c1	6	4	16	19	52*	-2	4	-6
CC1=[N+](C)N(c2ccccc2)C(=O)C1N=Cc1c(Cl)cccc1Cl (stereo unspecified)	-10	-5	9	-5	4	-1	13	-3
COCCNC(=O)c1csc2c1CCCC2	-33	-2	7	-3	-13	5	-4	-1
CC(C)n1c(=O)[nH]c2ccccc21	1	19	14	6	-3	3	-7	3
CC(c1ccccc1)C1CC(=O)N(CC(=O)O)C1=O (stereo unspecified)	-13	1	13	-3	-8	-7	-7	-7
O=c1[nH]c(CN2CCN(c3ccc(O)cc3)CC2)nc2scc(-c3ccc(Cl)cc3)c12	-16	5	-47	-7	-15	16	60*	1
CCOC(=O)/C(C#N)=C/c1ccc(-c2ccsc2C(=O)OC)o1	-11	-31	-54	-1	12	-10	-14	-15
Cc1ccc(C)c(NC(=S)N2CCC(c3nc4ccccc4s3)CC2)c1	13	1	8	6	1	-2	0	3
CCOC(=O)Nc1ccc2c(c1)N(C(=O)N1CCN(C)CC1)c1ccccc1CC2	-4	1	7	-6	3	6	1	-3
CCCCN(CC)C(=O)c1cccc(Cl)c1	10	0	-4	-14	1	-8	5	-8
CCOc1ccc(/C=N/NC(=O)c2cc(-c3cccn3C)n[nH]2)cc1	9	-5	23	-9	4	-1	2	2

# The listing continues.
SMILES	Apaf-1 inh	Gli-Sufu block	697 NFkB inh	EBI2 antag	CCR6 antagonist	UBC13 polyUb	Jurkat NFkB inh	SENP8 block
CC(C)(C)OC(=O)NC(Cc1ccccc1)C(=O)O (stereo unspecified)	-18	-1	26	2	7	18	5	-1
Nc1cc(C(F)(F)F)ccc1Nc1ccccc1	1	40	0	-3	15	10	4	-5
CCN(c1ccccc1)S(=O)(=O)c1ccc2[nH]cc(C(=O)NCCOC)c(=O)c2c1	-3	6	19	7	1	1	-6	-5
Cc1ccc(N(CC(=O)NCc2ccncc2)S(C)(=O)=O)cc1Cl	-6	-7	15	4	-6	3	-7	5
O=C(Nc1cccc(-c2nnn(CC(=O)N3CCc4ccccc4C3)n2)c1)C1CCC1	-7	-5	19	-2	9	0	18	10
COc1ccc(-c2nc(N)n(C(=O)c3ccccc3Cl)n2)cc1	-4	-13	-4	0	5	6	9	0
c1ccc(CCc2nc(-c3ccc(-n4cccc4)cc3)no2)cc1	10	-11	4	6	3	9	-1	-6
CC[C@@]1(C(=O)OC)N[C@H](CN(C)C(=O)NC(C)C)[C@@H]2C(=O)N(C)C(=O)[C@@H]21	-10	-1	-16	-1	1	9	1	2
OCCOc1ccc(C2=NCCO2)cc1	-2	-6	9	-4	7	2	1	1
CO/N=C(\c1nonc1N)N1CCN(c2ccc([N+](=O)[O-])cc2Cl)CC1	21	15	-46	-8	10	-3	8	-6
CC(=O)Nc1sc(C)c(C)c1CN1CCN(S(=O)(=O)c2ccccc2)CC1	12	1	11	-4	16	-1	2	-4
COc1ccc(OC)c2sc(NC(=O)CCSc3ccccc3)nc12	16	0	17	-2	12	15	-17	-14
